p53null 32C kill – p53 null cell cytotoxicity, permissive temperature; Potency, µM (top dose mostly 46.1 µM), inactives show at the highest dose activity change, negative = cytotoxicity, most hits filed as cytotoxic; H1299-neo p53 null cells, ATP luminescence, 24 h, 32C; 55,000 tested, 0.62% active;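 also: 0% = DMSO only and -100% = full killing by 100 µM tamoxifen; nearly all actives have a fitted effect of over 55% in size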
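ATP-content luminescence in p53-null H1299-neo cells after 24 h compound exposure (up to 46 uM) at 32C permissive temperature; 0% and 100% killing set by DMSO and 100 uM tamoxifen; Hill-equation AC50.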
p53null 39C kill – selectivity test: cytotoxicity in p53 null cells, nonpermissive temperature. H1299 p53-null (neo) cells, 39C, ATPlite viability, 24 h. Potency, µM (doses to about 46.1 µM), for the others: at the top dose activity, negative = cell killing, actives largely listed as cytotoxic. 55,000 tested, 0.97% active;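 also: 0% = DMSO only and -100% = full killing by 100 µM tamoxifen; nearly all actives have a fitted effect of over 50% in size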
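H1299 lung cancer cells, p53-null (H1299-neo) or expressing p53 A138V (H1299-p53A138V), were plated overnight at 37C, then exposed to compounds at up to 46 uM for 24 hr at 39C. Viability was read by ATP-based luminescence.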
* marks the source's active call; other numbers are inactive results; ? = inconclusive; [ ] = another dose, or the depositor's remark. Calls follow the shape of the dose curve; as a rule, active = well fitted cell-killing curve with a large enough effect; inconclusive = small, poorly fitted or top-dose-only effect; inactive = no such curve, though single readings can be large or run the other way. Potency is read from the fitted curve at half-maximal effect. An excerpt; rates above refer to the full screens.

Under each structure – p53null 32C kill, p53null 39C kill
> O=C1C2C3C=CC(C3)C2C(=O)N1CCC(=O)N1CCc2ccccc21 (stereo unspecified)
  -1.2%, 14.2%
> CCOC(=O)C1=C(C)C(c2ccc(OC)cc2OC)NC(=O)N1 (stereo unspecified)
  5.5%, 26.8%
> Cc1ccnc(SCc2cc(=O)c(OC(=O)c3ccc(S(=O)(=O)N(C)C)cc3)co2)n1
  -3.7%, 16.1%[1.84 µM]
> COCCCn1c(SCC(=O)NCc2ccccc2)nc2ccccc2c1=O
  4.7%, 23.2%
> C=CCNC(=O)c1ccccc1NC(=O)c1ccccc1C
  6.1%, 14.8%
> Cc1nn(C)cc1C1C2=C(CC(C)(C)CC2=O)OC2=C1C(=O)CC(C)(C)C2
  -3.7%, -8.4%
> COc1cccc(C2CC(c3ccccc3Cl)Nc3nc(N)nn32)c1 (stereo unspecified)
  -8.4%, -12.7%
> COCCn1c(SCC(N)=O)nc2c(c1=O)SC(C)C2 (stereo unspecified)
  6.6%, 16.7%
> CC(C)Cc1cc(C(=O)N2N=C(C(F)F)CC2(O)C(F)F)c2ccccc2n1 (stereo unspecified)
  -7.0%, 13.6%
> CC(C)=CC[N+]1(C)CCCCC1
  -10.6%, -13.9%[1.84 µM]

Under each structure – p53null 32C kill, p53null 39C kill
> O=C(CN1CCC(c2nc3ccccc3s2)CC1)NCc1ccccc1
  4.0%, -2.2%
> CCOC(=O)N1CCN(C(=O)CCSc2ccc(Cl)cc2)CC1
  -0.6%, -8.1%
> CCC(=O)Nc1nc2c(OC)ccc(C)c2s1
  9.0%, -13.7%
> Cc1ccc(C(c2sc3ncnn3c2O)N2CCC(C)CC2)cc1 (stereo unspecified)
  1.9%, 4.2%
> Cc1nc(C)c(CCNC(=O)c2cccc(Cl)c2)s1
  0.3%, 3.9%
> Cc1ccc(S(=O)(=O)NC2=NCCCCC2)cc1
  -5.9%, 15.4%
> O=C(CNC(=O)c1cccc(F)c1)N/N=C/c1ccc(O)c([N+](=O)[O-])c1
  -6.2%, -2.1%
> COC(=O)C(Cc1c[nH]c2ccccc12)NC(C)=O (stereo unspecified)
  16.0%, 24.4%
> COc1cc2c(cc1OC)CN(C(=S)Nc1ccc(C)cc1C)CC2
  -14.6%, 17.6%[1.84 µM]
> CCN(CC)c1cc(C)c2ccccc2n1
  2.0%, -0.7%

Under each structure – p53null 32C kill, p53null 39C kill
> Cc1cccc(N(CC(=O)NC2CCCC2)C(=O)CS(=O)CC(=O)Nc2ccc3c(c2)OCO3)c1C (stereo unspecified)
  0.5%, 18.4%
> COc1ccc(CCNC(=O)C(=O)NCC2CCCO2)cc1OC (stereo unspecified)
  -15.0%, -34.0%
> C=CCOc1ccc2c(OC)c3ccoc3nc2c1OC
  ?, ?
> Cc1ccc(S(=O)(=O)NCCCN2CCOCC2)cc1C
  0.8%, -12.6%
> CCCS(=O)(=O)c1nc(S(=O)(=O)c2ccc(C)cc2)c(N2CCc3ccccc3C2)s1
  -8.5%, 2.8%
> CC(C)(C)OC(=O)C1C(=O)CC(C)(O)C(C(=O)OC(C)(C)C)C1c1ccco1 (stereo unspecified)
  9.6%, 17.9%
> Cn1c(=O)cc(OCCCC(=O)Nc2ccc3c(c2)OCCO3)c2ccccc21
  -8.4%, -0.4%
> COc1ccc(-c2cc(C(F)F)n3ncc(C(=O)N4CCN(C)CC4)c3n2)cc1
  -2.3%, 4.5%
> Cc1cc(=O)n2[nH]cc(C(=O)O)c2n1
  3.2%, 5.0%
> Cn1c(Cn2c(=O)sc3ccccc32)nnc1SCC(=O)Nc1cccc(F)c1
  0.2%, -1.5%

Under each structure – p53null 32C kill, p53null 39C kill
> COC(=O)Cc1c(C)nc2nc(-c3ccco3)[nH]n2c1=O
  -9.9%, -2.0%
> CCCn1c(SCC(=O)Nc2ccccc2N2CCOCC2)nc2c1c(=O)n(C)c(=O)n2C
  5.6%, 10.8%
> Cc1ccc2c(CNCc3ccco3)cc(=O)oc2c1
  -2.9%, -14.4%
> Cn1c(Cn2c(=O)sc3ccccc32)nnc1SCC(=O)Nc1cccc(Cl)c1
  -1.0%, 8.0%
> COC(=O)c1ccc(NC(=O)CN2CCN(c3ccccc3C)CC2)cc1
  -9.4%, -26.6%
> CCC(/C=N/NC(=O)C1COc2ccccc2O1)CC (stereo unspecified)
  -8.3%, 17.9%
> Oc1ccc(N=Cc2ccc(O)c(O)c2)cc1
  -12.0%, -29.2%
> Cc1nc(C)n(C(C)CC(=O)O)n1 (stereo unspecified)
  -7.3%, 13.2%
> Cn1c(SCCC(=O)O)nnc1-c1ccncc1
  -5.9%, 10.8%
> c1ccc(CN2C3=NCCCN3c3ccccc32)cc1
  -5.4%, -24.4%

Overlap with the part before: seven entries; new compounds follow.
Under each structure – p53null 32C kill, p53null 39C kill
> Cn1c(Cn2c(=O)sc3ccccc32)nnc1SCC(=O)Nc1cccc(Cl)c1
  -1.0%, 8.0%
> COC(=O)c1ccc(NC(=O)CN2CCN(c3ccccc3C)CC2)cc1
  -9.4%, -26.6%
> CCC(/C=N/NC(=O)C1COc2ccccc2O1)CC (stereo unspecified)
  -8.3%, 17.9%
> Oc1ccc(N=Cc2ccc(O)c(O)c2)cc1
  -12.0%, -29.2%
> Cc1nc(C)n(C(C)CC(=O)O)n1 (stereo unspecified)
  -7.3%, 13.2%
> Cn1c(SCCC(=O)O)nnc1-c1ccncc1
  -5.9%, 10.8%
> c1ccc(CN2C3=NCCCN3c3ccccc32)cc1
  -5.4%, -24.4%
> CC(C)CCn1c(-c2nonc2N)nc2ccccc21
  14.5%, 32.0%[activator]
> CCOc1ccc(OCC)c(NC(=O)CN2CCN(c3cccc(C)c3)CC2)c1
  11.7%, 17.3%
> CCNc1nc(NOC)nc(OCC#N)n1
  5.3%, 19.1%
> Oc1c(C(c2cccc(F)c2)N2CCN(Cc3ccccc3)CC2)sc2ncnn12 (stereo unspecified)
  1.4%, 8.4%
> CNc1nnc(-c2ccc(N(C)C)cc2)s1
  8.91µM*, 7.94µM*
> CCCCNC(=O)C1(c2ccc(OC)cc2)CCOCC1
  5.8%, 8.5%
> CC(=O)NCCc1csc(-c2ccccc2)n1
  -9.9%, -1.8%
> CC(C)OC(=O)C(C#N)c1nc2ccccc2nc1N1CCCC1 (stereo unspecified)
  3.8%, -3.0%
> COc1ccc(N=c2ssnc2Cl)cc1
  -2.5%, 11.5%
> CC(=O)Nc1ccc(NC(=O)C2CCCN(c3ncccn3)C2)cc1 (stereo unspecified)
  -9.1%, -3.2%

Under each structure – p53null 32C kill, p53null 39C kill
> CC1=CC2(O)OCCN(CCO)C2=CC1=O (stereo unspecified)
  ?, -27.9%
> CC(C)(C)NC(=O)C(c1ccccc1)N(Cc1cccs1)C(=O)c1csnn1 (stereo unspecified)
  10.7%, 21.1%
> Cc1ccc(CSc2nc3ccccc3c(=O)n2Cc2ccco2)cc1
  -15.0%, -3.3%
> C=CCSc1nc2sc(C)c(C)c2c(=O)n1CC=C
  -4.1%, 1.3%
> c1ccc(Nc2ccccc2Nc2ccccn2)nc1
  0.3%, 8.5%
> CCC(C(=O)NC1CCCC1)N(Cc1cccs1)C(=O)Cn1nnc(-c2ccc(OC)c(OC)c2)n1 (stereo unspecified)
  -0.8%, -0.1%
> CC(C)Oc1ccc(S(=O)(=O)N(C(C)C)C(C)C)cn1
  -2.3%, -16.4%
> Cc1ccccc1-c1nsc(SCC(=O)c2ccc(Cl)cc2)n1
  -11.8%, -5.1%[1.84 µM]
> O=C(O)c1cn(-c2ccccc2)nc1C(=O)O
  -4.8%, -1.3%
> CCOc1cc(C(=S)N2CCCC2)ccc1OCC(=O)Nc1c(C)cc(C)cc1C
  7.7%, -5.1%

Under each structure – p53null 32C kill, p53null 39C kill
> CC(C)N1CCc2c(sc(NC(=O)c3ccc(S(=O)(=O)N4CCOCC4)cc3)c2C(N)=O)C1
  2.0%, -1.4%
> CCC(Sc1nccn1C)C(=O)Nc1cccc2ccccc12 (stereo unspecified)
  -0.3%, -12.0%
> CCCOc1ccccc1C1NC(=O)NC(C)=C1C(=O)OCc1ccccc1 (stereo unspecified)
  15.8%, 1.1%
> Cc1nn(C)cc1C1Nc2ccccc2C(=O)N1O (stereo unspecified)
  -14.2%, -1.6%
> CC(C)(C)c1ccc(C(=O)N2CCCCCC2=O)cc1
  -7.4%, -24.5%
> Cc1cc(Nc2ccccc2)n(C(=O)c2ccc(N)cc2)n1
  -7.6%, -8.7%
> CCN(CC)C(=O)c1ccc(Nc2nnc(C)c3ccccc23)cc1
  -11.3%, -21.7%
> CC1=C(C(N)=O)C(c2cccnc2)n2nc(SCc3ccccc3Cl)nc2N1 (stereo unspecified)
  2.7%, 28.6%
> COc1ccc(CCN2C(=O)CC(N3CCOCC3)C2=O)cc1 (stereo unspecified)
  -0.5%, -12.4%
> COC(=O)CSc1nnc(CNc2nc(-c3ccccc3)cs2)n1C
  4.5%, -3.8%

Under each structure – p53null 32C kill, p53null 39C kill
> COc1ccc(-c2csc(Nc3ncccc3C)n2)cc1
  -2.8%, 0.0%
> O=C(CN1N=C(C(F)(F)F)CC1(O)c1ccc([N+](=O)[O-])cc1)c1ccccc1 (stereo unspecified)
  8.2%, 7.0%
> COC(=O)CSc1nnc(-c2cnccn2)n1C
  -5.2%, 12.3%
> COc1cccc(CN2CCNC(=O)C2CC(=O)O)c1OC (stereo unspecified)
  22.7%, 7.3%
> CCn1c(SCC(=O)Nc2ccccc2F)nc2c(c1=O)SC(C)C2 (stereo unspecified)
  -1.6%, 16.2%
> Cc1ccc(-c2nn(C)c(=O)c3ccccc23)cc1S(=O)(=O)N1CCOCC1
  8.5%, 15.1%
> Cc1ccc(N2C(=O)CC(N3CCN(C)CC3)C2=O)cc1 (stereo unspecified)
  1.9%, 7.2%
> COc1ccc(C2NCCn3cccc32)cc1 (stereo unspecified)
  -1.7%, 52.2%[activator]
> COc1cccc2cc(C(=O)N(Cc3ccccc3)CC3CCCO3)c(=O)oc12 (stereo unspecified)
  0.3%, 12.8%
> CCn1c(N)c(C(=O)NC2CCCCC2)sc1=S
  -2.0%, -2.7%

Under each structure – p53null 32C kill, p53null 39C kill
> Cc1csc(SCc2nc3sc4c(c3c(=O)[nH]2)CCC4)n1
  -0.2%, -11.6%
> C=CCn1c(SCC(=O)O)nnc1-c1ccccc1
  -6.4%, -4.1%
> O=C(CSc1nnc(COc2cccc3cccnc23)o1)N1CCN(C(=O)c2ccco2)CC1
  0.9%, 14.3%
> O=C(c1ccccc1)c1c[nH]cc1-c1ccccc1
  -4.5%, 0.8%
> CCOC(=O)Nc1nnc(-c2ccccc2OC)s1
  -2.1%, 2.1%
> Cc1ccccc1CSc1nnc(Cn2c(=O)sc3ccccc32)n1C
  -1.4%, 6.5%
> O=C(NC1CCCC1)C(c1cccs1)N(C(=O)c1ccco1)c1ccc2c(c1)OCO2 (stereo unspecified)
  1.1%, 21.9%
> CCCCSc1nc2ccccc2n1CC(=O)O
  1.6%, 2.0%
> COc1cccc(NS(=O)(=O)c2cc(C)sc2C)c1
  -8.6%, -1.8%
> O=S(=O)(NCc1cccnc1)c1ccc2c(c1)OCCO2
  -0.3%, 0.5%

Under each structure – p53null 32C kill, p53null 39C kill
> CCS(=O)(=O)N1CCN(C(=O)CC(C)C)CC1
  -1.4%, 16.1%
> CCC(=O)N(CC)c1nc(-c2cc(OC)ccc2OC)cs1
  -5.3%, 15.9%
> Cc1sc(N/N=C/c2cccs2)nc1-c1ccccc1
  -15.3%, -13.0%[1.84 µM]
> COc1cccc(NC(=O)N2CCCC(C(=O)NCc3ccc(F)cc3)C2)c1 (stereo unspecified)
  -1.6%, 17.4%
> COc1ccccc1-n1c(C)nnc1SCC(=O)NCc1ccccc1
  -6.0%, 14.2%
> CCOC(=O)c1ccc(NC(=O)CSc2nnc(C3CCCCC3)n2C)cc1
  0.0%, -10.0%
> CCSc1nc2c(c(=O)n1-c1ccc(F)cc1)SCC2
  -2.1%, -4.6%
> OC1CCN(c2c3c(nc4cc(-c5ccc(Cl)cc5)nn24)CCC3)CC1
  1.8%, 13.1%
> N#CC1=C(N)N(c2ccccc2)C2=C(C(=O)CCC2)C1c1ccccc1 (stereo unspecified)
  4.5%, 2.6%
> Cc1ccc(S(=O)(=O)N2CCN=C2c2ccccc2)cc1C
  11.4%, 9.2%

Under each structure – p53null 32C kill, p53null 39C kill
> Cn1c(=O)c2nc(-c3ccc(Cl)cc3Cl)oc2c2ccccc21
  -1.8%, 0.5%
> CC1(C)CC2CC(C)(CN2C(=O)NC(=O)c2ccccc2)C1 (stereo unspecified)
  4.0%, 15.4%[1.84 µM]
> Cc1nnc(NC(=O)CSc2nccn2C)s1
  3.4%, -13.7%
> CCOC(=O)c1ccc(NC(=O)NCc2ccn(CC)n2)cc1
  -12.0%, -3.2%
> Cc1cccc(NC2=NC(=S)N(CC#N)C23CCCCC3)c1
  12.8%, 11.5%
> CCc1[nH]c(=O)c(C#N)c2c1CSC(C)(C)C2
  -19.3%, 4.8%
> N#CC(C#N)=C1CCc2ccccc2N1
  -5.6%, -5.9%
> CC(=O)c1cc(F)c(N2CCCCCC2)cc1C
  2.8%, 6.0%
> O=C(/C=C/c1ccco1)NC(=S)Nc1ccc(O)c(-c2nc3ccccc3s2)c1
  -4.6%, -2.1%
> COc1ccccc1NC(=O)CSc1nc2n[nH]c(C)c2c(=N)n1-c1ccccc1Cl
  20.0%, -11.0%
> CCc1c(C(=O)NNC(=S)NCCc2ccccc2)csc1C
  0.0%, -19.8%

Source: PubChem BioAssay (National Center for Advancing Translational Sciences (NCATS))
